Screening results (PubChem)
PI4K2A inh = qHTS for small molecular inhibitors of PI4K2A | purified PI4K2A, ADP-Glo luminescence, 1 h; stronger effect = lower value | activity change, negative = inhibition, % at 76.9 µM | hit rate 0.13% among 420,000 | AID 1346378, 2018; in the data active means activity change below about -50%; inconclusive means mostly about -30% to -49%;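 further: -100% = wells without enzyme as full effect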
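PI4K2A activity was measured by ADP-Glo luminescence: enzyme (4 ug/mL stock) and phosphatidylinositol (1.2 mM stock) in Tris pH 7.5/MgCl2/EGTA/Triton X-100 buffer were reacted with ATP (300 microM stock) for one hour at ambient temperature.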
Tb PGK inh = qHTS Assay to Find Inhibitors of Phosphoglycerate Kinase; hit rate 0.043% among 380,000; Phosphoglycerate kinase, glycosomal (Trypanosoma brucei brucei), P07378; Potency, µM (titrated, usually from 57.5 µM), for inactives: at the top dose activity change, negative = inhibition, hits mostly inhibitors; PGK/GAPDH coupled, Kinase-Glo luminescence, 60 min; further: potency means the concentration at half of the fitted maximal effect; on the % scale 0 is the no-effect control and ±100 the full control effect; nearly all actives have a fitted effect of over 60% in size
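Luminescent ATP detection (Kinase-Glo Plus) follows a 60-minute room-temperature incubation, with wells lacking PGK as controls. Buffer: 100 mM TEA (pH 7.6), 5 mM MgCl2, 0.01% Tween-20. Coupling enzyme GAPDH (100 nM final) supplies unstable 1,3-BPG in-well.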
JMJD2A Tudor inh = qHTS Assay for Inhibitors of JMJD2A-Tudor Domain | Lysine-specific demethylase 4A (Homo sapiens), O75164 | AlphaScreen JMJD2A-Tudor / H3K4me3 peptide binding | Potency, µM (top dose mostly 114 µM), without a hit: at the top dose activity change, negative = inhibition, usual class: inhibitors | hit rate 4.4% among 390,000; further: potency means the concentration at half of the fitted maximal effect; on the % scale 0 is the no-effect control and ±100 the full control effect; nearly all actives have a fitted effect of over 50% in size
GLS inh = qHTS for Inhibitors of Glutaminase (GLS); hit rate 0.21% among 410,000; GLS enzymatic activity, qHTS titration; Potency, µM (doses to about 45.5 µM), without a hit: at the top dose activity change, negative = inhibition, hits mostly inhibitors; further: potency means the concentration at half of the fitted maximal effect; on the % scale 0 is the no-effect control and ±100 the full control effect
Target sequence (O94925 whole entry, looked up): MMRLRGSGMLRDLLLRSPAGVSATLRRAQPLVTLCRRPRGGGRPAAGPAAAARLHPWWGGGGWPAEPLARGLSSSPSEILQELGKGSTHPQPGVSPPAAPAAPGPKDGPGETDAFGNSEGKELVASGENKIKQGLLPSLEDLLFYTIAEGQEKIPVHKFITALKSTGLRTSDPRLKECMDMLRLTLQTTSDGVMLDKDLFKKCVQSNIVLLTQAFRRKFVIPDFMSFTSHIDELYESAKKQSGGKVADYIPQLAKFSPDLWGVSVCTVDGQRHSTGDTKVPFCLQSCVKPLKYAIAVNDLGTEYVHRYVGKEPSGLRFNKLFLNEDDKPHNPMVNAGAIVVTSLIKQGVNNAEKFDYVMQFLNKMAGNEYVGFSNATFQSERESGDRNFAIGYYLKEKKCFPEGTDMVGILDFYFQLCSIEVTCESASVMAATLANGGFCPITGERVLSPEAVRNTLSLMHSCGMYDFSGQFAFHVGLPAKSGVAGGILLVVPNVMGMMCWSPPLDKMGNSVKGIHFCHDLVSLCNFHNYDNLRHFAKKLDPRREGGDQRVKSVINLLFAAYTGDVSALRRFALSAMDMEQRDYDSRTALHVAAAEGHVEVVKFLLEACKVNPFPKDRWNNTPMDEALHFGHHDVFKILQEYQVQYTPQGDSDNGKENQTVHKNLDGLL
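Assay buffer: 45 mM KH2PO4 pH 8.2, 0.02% Tween-20. hKGA acts on L-glutamine (1 mM solution added); product glutamate is reported by an oxidase/peroxidase Amplex Red coupling, with fluorescence taken at baseline and 30 min.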
G9a inh = qHTS Assay for Inhibitors of Histone Lysine Methyltransferase G9a; Histone-lysine N-methyltransferase EHMT2 (Homo sapiens), Q96KQ7; G9a H3K9 monomethylation, AlphaScreen, 2 h; Potency, µM (doses to about 102 µM), for inactives: at the top dose activity, negative = inhibition, usual class: inhibitors; hit rate 8.8% among 350,000; AID 504332, 2011; further: potency means the concentration at half of the fitted maximal effect; on the % scale 0 is the no-effect control and ±100 the full control effect; nearly all actives have a fitted effect of over 75% in size
Target sequence (Q96KQ7 913-1193 limits assumed): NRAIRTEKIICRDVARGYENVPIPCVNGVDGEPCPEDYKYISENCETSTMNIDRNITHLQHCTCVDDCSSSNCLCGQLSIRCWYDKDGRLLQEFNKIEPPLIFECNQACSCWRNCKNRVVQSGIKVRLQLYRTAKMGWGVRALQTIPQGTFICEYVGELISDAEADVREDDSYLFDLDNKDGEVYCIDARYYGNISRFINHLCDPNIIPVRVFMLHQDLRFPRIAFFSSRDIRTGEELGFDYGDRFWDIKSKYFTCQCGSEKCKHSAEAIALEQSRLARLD
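Methyltransferase reactions run at room temperature for 2 h (20 nM enzyme, 500 nM biotin-H3K9 peptide, 20 uM SAM) after a 15 min compound preincubation; product detected by AlphaScreen beads and anti-H3K9me1 antibody.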
POLH inh = qHTS for Inhibitors of Polymerase Eta; DNA polymerase eta (Homo sapiens), Q9Y253; recombinant Pol eta, fluorescent DNA replication assay; Potency, µM (doses to about 114 µM), without a hit: top-dose activity change, negative = inhibition, usual class: inhibitors; hit rate 1.2% among 390,000; further: potency means the concentration at half of the fitted maximal effect; on the % scale 0 is the no-effect control and ±100 the full control effect
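Fluorescent replication assay: 50 nM final substrate added after a 15 min room-temperature compound preincubation with 10 nM enzyme. Signal taken at 0 min and again at 10 min.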
Pin1 inh = qHTS Assay to Find Inhibitors of Pin1. Peptidyl-prolyl cis-trans isomerase NIMA-interacting 1 (Homo sapiens), Q13526. Pin1 FP peptide displacement, HiFluor488, 10 min. hit rate 0.009% among 390,000. Potency, µM (series often up to 115 µM), for inactives: at the top dose activity, negative = inhibition, usual class: inhibitors; active means well fitted inhibition curve with a large enough effect in the polarisation, with a control signal flat, not every such curve was filed as active; inconclusive means small, poorly fitted or top-dose-only effect, or effect the other way, or a change in a side signal; inactive means no such curve, though single readings can be large or run the other way; the % refers to the polarisation; further: potency means the concentration at half of the fitted maximal effect; on the % scale 0 is the no-effect control and ±100 the full control effect
Target sequence (Q13526 whole entry, looked up): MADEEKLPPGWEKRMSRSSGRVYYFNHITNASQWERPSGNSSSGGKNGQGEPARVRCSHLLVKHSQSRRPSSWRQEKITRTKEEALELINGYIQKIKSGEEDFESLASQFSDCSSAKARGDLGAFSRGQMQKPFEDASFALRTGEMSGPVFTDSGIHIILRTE
BAZ2B inh = qHTS Assay for Inhibitors of BAZ2B. Bromodomain adjacent to zinc finger domain protein 2B (Homo sapiens), Q9UIF8. AlphaScreen BAZ2B-H3K14Ac peptide displacement. Potency, µM (titrated, usually from 114 µM), for the others: at the top dose activity change, negative = inhibition, hits mostly inhibitors. hit rate 4.4% among 360,000. AID 504333, 2011; further: potency means the concentration at half of the fitted maximal effect; on the % scale 0 is the no-effect control and ±100 the full control effect; nearly all actives have a fitted effect of over 60% in size
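Multi-concentration screen (max 110 uM) measuring displacement of acetylated histone H3 peptide from BAZ2B by AlphaScreen, using 50 nM protein, 50 nM peptide and 10 ug/mL streptavidin donor plus Ni-chelate acceptor beads.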
HP1b chromo inh = HTS for Inhibitors of HP1-beta Chromodomain Interactions with Methylated Histone Tails; Chromobox protein homolog 1 (Homo sapiens), P83916; AlphaScreen HP1-beta / biotin-H3K9me3 peptide binding; Potency, µM (top dose mostly 114 µM), inactives show at the highest dose activity change, negative = inhibition, usual class: inhibitors; hit rate 0.56% among 390,000; AID 540317, 2011; further: potency means the concentration at half of the fitted maximal effect; nearly all actives have a fitted effect of over 70% in size; inactives centre near 23
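Compound inhibition of the preformed complex between 50 nM HP1-beta and 50 nM biotinylated H3K9me3 peptide was read by AlphaScreen. Buffer was PBS pH 7.4 with 0.01% Tween-20. Incubations ran 30 min at room temperature, with 10 ug/mL donor/acceptor beads.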
Numbers without * were called inactive; i = inactive; ? = inconclusive; . = not tested or not shown; [ ] = remark or other dose. Unless noted, the call rests on the fitted dose curve; in most records, active means well fitted curve in the direction sought with a large enough effect; inconclusive means small, poorly fitted or top-dose-only effect, or another doubt; inactive means no such curve, though single readings can be large; an effect the other way counts as inactive or inconclusive.

#	Structure	PI4K2A inh	Tb PGK inh	JMJD2A Tudor inh	GLS inh	G9a inh	POLH inh	Pin1 inh	BAZ2B inh	HP1b chromo inh
1	O=C(CCCC(=O)OCC(=O)NC1CCCC1)Nc1ccccn1	-1	1%	-11%	-3%	-27%[12.7 µM]	-6%	-1%	-4%	13%
2	O=C(O)CSCc1ccc(C(=O)O)o1	5	-8%	6%	.	4%[12.7 µM]	-9%	0%	?	22%
3	CC(C)c1ccc(NC(=O)c2cc3sc(Cl)cc3n2C)cc1	-2	-3%	-4%	6%	9%[59 µM]	-18%	1%	-27%	48%[activator]
4	CC(C)C(=O)NC(=S)Nc1ccc(CN2CCOCC2)cc1	0	4%	-17%	16%	0%[0.501 µM]	-1%	-9%	4%	25%
5	Cc1ccc(-c2ocnc2C(=O)N2CCOCC2)cc1	-1	-7%	-6%	3%	15%[0.501 µM]	6%	-3%	2%	21%
6	C=CCn1c(SCC(C)=O)nnc1-c1ccc2ncccc2c1	-1	-9%	-3%	-1%	?	-5%	-11%	-4%	27%
7	Cc1nnc(NC(=O)CSc2nnc(-c3ccc(S(=O)(=O)N4CCCC4)cc3)n2C)s1	-3	12%	-8%	3%	6%[59 µM]	-11%	1%	0%	24%
8	CN(C)c1ccc(/C=C(\C#N)c2ccccc2)cc1	3	-8%	?	7%	17%	-22%	-1%	-26%	3%
9	Cn1c2ccccc2c2nnc(N/N=C/c3ccc(O)cc3)nc21	-4	-3%	-7%	-6%	.	36%[activator]	-10%	.	34%
10	O=C(COC(=O)C1CCN(S(=O)(=O)c2cccs2)CC1)c1cc2ccccc2o1	-3	2%	-5%	7%	8.9µM*	-4%	27%	-9%	47%[activator]
11	Cc1ccc(-c2nnn(CC(=O)N(CC(=O)NCC3CCCO3)c3ccc(F)c(Cl)c3)n2)o1 (stereo not given)	0	i	-26%	-5%	-6%[59 µM]	-7%	-4%	?	16%
12	O=C(c1ccc(Cl)c(S(=O)(=O)N2CCc3ccccc32)c1)N1CCN(c2ccccc2O)CC1	-7	-10%	?	-5%	.	?	23%	.	-11%
13	O=C(CN(c1cccc(Br)c1)S(=O)(=O)c1ccccc1)N/N=C/c1cc([N+](=O)[O-])ccc1O	3	i	50µM*	6%	.	-15%	0%	.	-12%
14	COc1ccc(CCN2C(=NC(=O)C(C)C)SC3CS(=O)(=O)CC32)cc1 (stereo not given)	5	1%	-14%	0%	?	-14%	-6%	-2%	-19%
15	Nc1c2c(nc3sc4c(c13)CCCCC4)CCCCC2	-1	1%	?	2%	-15%[59 µM]	?	2%	?	22%
16	COc1ccc(-c2nn(-c3ccccc3)cc2/C=C\C(=O)N2CCOCC2)cc1[N+](=O)[O-]	1	-7%	-15%	1%	.	-19%	2%	4%	34%
17	Cc1nc(N2CCN(C)CC2)c2c(C)c(C(=O)Nc3ccc(C)c(F)c3)sc2n1	-1	-8%	-23%	-5%	-3%[12.7 µM]	-17%	-1%	-24%	18%
18	O=C(O)c1c2cc(Br)ccc2nc2[nH]c(=O)[nH]c(=O)c12	-18	-7%	-8%	11%	.	-4%	1%	.	19%[57 µM]
19	COc1ccccc1-n1ccnc1SCC(=O)NCc1ccco1	-3	-2%	40µM*	-4%	-38%	-2%	-10%	-39%	-31%
20	COCC(=O)N1CCCC(C(=O)c2ccc(Oc3ccccc3)cc2)C1 (stereo not given)	0	i	-3%	0%	0%	-12%	-7%	1%	37%
21	CCN(CC)S(=O)(=O)c1ccc(C(=O)NCCN2C(=O)S/C(=C\c3cccnc3)C2=O)cc1	0	2%	-15%	1%	?	-10%	-2%	4%	49%[activator]
22	CC(/C=C/C=C/c1ccccc1)=N/NC(=O)c1ccc2c(c1)OCCO2	0	-10%	-8%	2%	.	-13%	-3%	-3%	42%[activator]
23	CCOc1ccccc1N1CC(C(=O)NCCOc2ccccc2OC)CC1=O (stereo not given)	0	8%	-8%	5%	.	-13%	-1%	-13%	23%
24	Cc1cc(C(=O)NC2CCCc3c2cnn3-c2ccc(C)c(C)c2)no1 (stereo not given)	-1	6%	-13%	18%	31%	-1%	1%	-13%	42%[activator]
25	CCCCNC(=O)CN1C(=O)C(CC)Oc2ccc(Cl)cc21 (stereo not given)	4	-6%	-4%	3%	5%	-5%	3%	-2%	6%

Reprinted at random: two entries already listed.
#	Structure	PI4K2A inh	Tb PGK inh	JMJD2A Tudor inh	GLS inh	G9a inh	POLH inh	Pin1 inh	BAZ2B inh	HP1b chromo inh
10	O=C(COC(=O)C1CCN(S(=O)(=O)c2cccs2)CC1)c1cc2ccccc2o1	-3	2%	-5%	7%	8.9µM*	-4%	27%	-9%	47%[activator]
15	Nc1c2c(nc3sc4c(c13)CCCCC4)CCCCC2	-1	1%	?	2%	-15%[59 µM]	?	2%	?	22%

Next part
#	Structure	PI4K2A inh	Tb PGK inh	JMJD2A Tudor inh	GLS inh	G9a inh	POLH inh	Pin1 inh	BAZ2B inh	HP1b chromo inh
26	CC1(C(=O)OCC(=O)Nc2ccc(C(N)=O)cc2)CC1(Cl)Cl (stereo not given)	1	-9%	10%	-5%	-16%	-17%	3%	-11%	37%
27	CC(C)OC(=O)c1cccc(C(=O)OCc2ccco2)n1	1	-3%	-7%	1%	-6%[12.7 µM]	8%	-2%	?	22%
28	Cc1ccc(N2CCN(C(=O)c3cnn(-c4ccc(C)c(C)c4)c3C3CCNCC3)CC2)c(C)c1	-10	i	?	-8%	-48%[59 µM]	-5%	-3%	?	-17%
29	NS(=O)(=O)c1ccc(NS(=O)(=O)c2ccc(NC(=O)C3CC3)cc2)cc1	-1	5%	-10%	3%	.	1%	-1%	?	65%[activator]
30	Cc1cc(C(F)F)n2ncc(C(=O)NCc3ccccc3F)c2n1	-2	-9%	3%	?	22%[59 µM]	-11%	1%	-5%	34%
31	CN(C)/C=C/C=C1C(=O)CCCC1=O	-1	?	?	-30%	?	10µM*	37%[activator]	56µM*	?
32	COc1cccc(OCC(=O)Nc2cc(NC(=O)COc3cccc(OC)c3)cc(C(=O)O)c2)c1	1	-6%	-19%	-1%	24%[0.501 µM]	0%	3%	-2%	2%
33	O=C(O)c1ccc2c(c1)CCCN2	4	-2%	-13%	14%	.	-9%	-5%	1%	-5%
34	COc1cc(C)ccc1OCCSc1nc2ccc(NC(=O)c3ccc(F)cc3)cc2s1	2	-2%	-16%	-4%	7%[59 µM]	-8%	-4%	1%	26%
35	CC(=O)Nc1ccc(-c2nnc(SCC(=O)Nc3ccc4c(c3)oc3ccccc34)n2C)cc1	-1	-4%	100µM*	4%	32%[0.501 µM]	14%	3%	1%[57.1 µM]	44%[activator]
36	O=C(NCc1ccccc1)/C(=C\c1ccccc1)NC(=O)c1ccco1	6	3%	-20%	9%	27%	-15%	-5%	-11%	21%
37	Cc1ccc(/C=N/NC(=O)c2ccc(Br)o2)s1	0	1%	-5%	17%	-1%[59 µM]	-4%	0%	-1%	20%
38	Cc1ccc(C(=O)Nc2ccccc2Sc2ccccc2)cc1	1	-2%	7%	-4%	241%[activator][59 µM]	4%	0%	120%[activator]	24%
39	C=CCN1C(=O)c2ccc(C(=O)N(CC)CC(=O)Nc3cc(Cl)ccc3C)cc2C1=O	-4	-8%	-3%	2%	?	-7%	-3%	3%	3%
40	CCOC(=O)N1CCc2c(sc(NCc3sccc3C)c2C(=O)Nc2ccc(OC)cc2OC)C1	2	.	?	-2%	3.5µM*	.	-1%	?	-2%
41	CC(C)OCCCNC(=O)c1ccc2c(=O)n(Cc3ccc4c(c3)OCO4)c(=S)[nH]c2c1	-1	-2%	?	4%	-5%[59 µM]	-11%	4%	-8%	18%
42	CC(C)c1ccc(NS(=O)(=O)c2cc(Br)cc3c2N(C(=O)C2CC2)CC3)cc1	2	8%	-16%	1%	-1%[59 µM]	-21%	7%	1%	2%
43	Cc1ccc(S(=O)(=O)Nc2ccccn2)c(C)c1	-10	-1%	.	-4%	.	-5%	.	.	.
44	CC(C)CC(OC(=O)c1cccs1)C(=O)NCc1cccs1 (stereo not given)	-3	6%	2%	13%	4%[12.7 µM]	-15%	13%	-4%	35%[activator]
45	CCc1nn2c(NCCCO)cc(C)nc2c1-c1ccc(F)cc1	0	2%	1%	2%	.	-13%	-3%	-6%	37%
46	CN(C)CCCN(C(=O)c1ccc2c(c1)CCCC2)c1nc2ccc(F)cc2s1	3	-8%	?	3%	45µM*	-13%	-3%	?	-21%
47	CN(C)c1ccc(/C=C2/SC(=O)N(CCN=C3NS(=O)(=O)c4ccccc43)C2=O)cc1	-4	3%	-2%	-14%	-29%	?	4%	29%	15%
48	O=C(NCC(=O)N1CCCC1)c1ccc(Cl)cc1	-3	5%	-7%	0%	-6%	-9%	-5%	-3%	49%[activator]
49	CC(C)Sc1nc(N2CCOCC2)c2c3c(sc2n1)COC(C)(C)C3	-3	-1%	-5%	-6%	2%[59 µM]	-7%	-2%	-6%	23%
50	COc1cc2ncnc(NCc3ccccc3F)c2cc1OC	-5	-10%	-19%	-5%	?	-9%	1%	-4%	22%
51	Cc1ccc(CN2CCN(c3cccc4[nH]ccc34)CC2)cc1	0	2%	?	18%	?	-16%	-3%	?	-14%

Not all compounds are listed; count on the stated rates, not on these rows.
